RGS4 block: RGS4 inhibitors, primary screen, cell-based, HEK293 M3R inducible RGS4, calcium flux. Regulator of G-protein signaling 4 (Homo sapiens), P49798. Fluo-4 calcium flux; active compounds read high; triggered by carbachol at its EC20. B-score at 10 µM. 0.45% of 310,000 active;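 active = B-score, a plate-corrected calcium signal, over three deviations above library mean, with baseline fluorescence within five deviations of library mean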;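 also: RGS4 expression induced by doxycycline in cells with stable M3 receptor; B-score is computed from the integrated fluorescence ratio over baseline after carbachol; higher B-score means a larger calcium signal and so more RGS4 inhibition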
ANO1 block: TMEM16A chloride channel inhibitors, primary screen, cell-based, HTS. HEK293 TMEM16A/YFP iodide influx fluorescence, ionomycin. normalized B-score (activity score, 25-100; higher = stronger inhibition) at 10 µM. 1.2% of 310,000 active;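 active = ratio plate-corrected score three or more library SD toward inhibition, starting fluorescence score within five deviations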;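 also: score derived from kinetic fluorescence span divided by baseline fluorescence per well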
hERG rescue: hERG rescue from dofetilide block, primary screen, cell-based, CHO-hERG, FluxOR thallium flux, dofetilide IC70. Voltage-gated inwardly rectifying potassium channel KCNH2 (Homo sapiens), Q12809. dofetilide IC70 present. activation (rescue from dofetilide block), less the hit threshold, % at 10 µM. 0.51% of 310,000 active. AID 1511, 2009;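 active = activation above the mean of controls blocked by dofetilide plus 5 SD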;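 also: thallium influx through hERG after potassium depolarization seen as dye fluorescence rise; in these data hits start at about 4.7%; inactives centre near -7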
KCNK3 block: human KCNK3 channel inhibitors, primary screen, CHO cells, FluxOR thallium flux, B-score | FluxOR fluorescence; active compounds read low | B-score at 10 µM | 0.84% of 340,000 active | AID 602410, 2012;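 active = B-score under library mean minus 4 SD, starting fluorescence ratio at most library mean plus 5 SD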;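 also: more negative B-score means stronger inhibition of thallium flux through KCNK3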
Target sequence (O14649 whole entry, looked up): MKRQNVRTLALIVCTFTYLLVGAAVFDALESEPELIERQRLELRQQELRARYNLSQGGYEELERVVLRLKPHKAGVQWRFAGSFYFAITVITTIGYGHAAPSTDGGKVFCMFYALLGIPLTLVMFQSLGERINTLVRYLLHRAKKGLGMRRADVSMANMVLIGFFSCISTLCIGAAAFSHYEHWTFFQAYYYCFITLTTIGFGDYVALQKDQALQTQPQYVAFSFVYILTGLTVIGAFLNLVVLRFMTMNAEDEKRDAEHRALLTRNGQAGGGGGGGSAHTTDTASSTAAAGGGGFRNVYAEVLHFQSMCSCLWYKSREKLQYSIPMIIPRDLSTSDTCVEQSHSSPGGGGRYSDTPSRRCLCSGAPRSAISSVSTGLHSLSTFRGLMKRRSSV
KCNK9 inh: KCNK9 potassium channel inhibitors, primary screen, HEK293 cells, thallium flux; Potassium channel subfamily K member 9 (Homo sapiens), Q9NPC2; FluxOR thallium flux fluorescence; active compounds read low; B-score at 10 µM; 1.2% of 310,000 active; AID 488922, 2010;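 active = ratio B-score over 3 SD below the library mean, with starting fluorescence within 5 SD of its mean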;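 also: negative B-score means less thallium flux so channel inhibition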
MrgX1 PAM: positive allosteric modulators of MrgX1, primary screen, HEK293 cells, Fluo-4 calcium flux; Mas-related G-protein coupled receptor member X1 (Homo sapiens), Q96LB2; FDSS; active compounds read high; B-score at 10 µM; 0.63% of 310,000 active;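 active = plate-corrected calcium response at least 3 library SD above typical, normal starting fluorescence, not activating the receptor alone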;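 also: compound read alongside a low EC10 to EC30 dose of BAM8-22 agonist; peak minus trough fluorescence over baseline measured at the second addition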
MrgX1 ag: agonists of human MrgX1 receptor, primary screen, HEK293 cells, Fluo-4 calcium flux; Mas-related G-protein coupled receptor member X1 (Homo sapiens), Q96LB2; Fluo-4 calcium fluorescence, agonist mode; active compounds read high; B-score at 10 µM; 0.44% of 310,000 active; AID 588627, 2011;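 active = calcium response B-score plate-corrected fluorescence ratio at least 3 library SD, with starting fluorescence B-score inside 5 SD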
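times = overnight plating, then 30 min 37 °C plus 30 min room-temperature dye loading | assay system = stable human MrgX1 HEK293 cell line | input = fifteen thousand cells per well | signal = kinetic calcium dye fluorescence, Fluo-4 NW | dosing = compound delivered in addition one of three | read-out = B-scored fluorescence response ratio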
KCNQ1 pot: potentiators or activators of KCNQ1 channel, primary screen, cell-based, thallium flux, high-throughput | Potassium voltage-gated channel subfamily KQT member 1 (Homo sapiens), P51787 | CHO-K1 KCNQ1, thallium flux FluxOR fluorescence; active compounds read high | B-score at 10 µM | 0.35% of 310,000 active | AID 2648, 2010;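 active = fluorescence ratio B-score, a plate-corrected score, at least three library SD, with initial intensity B-score within 5 SD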
Target sequence (P51787 whole entry, looked up): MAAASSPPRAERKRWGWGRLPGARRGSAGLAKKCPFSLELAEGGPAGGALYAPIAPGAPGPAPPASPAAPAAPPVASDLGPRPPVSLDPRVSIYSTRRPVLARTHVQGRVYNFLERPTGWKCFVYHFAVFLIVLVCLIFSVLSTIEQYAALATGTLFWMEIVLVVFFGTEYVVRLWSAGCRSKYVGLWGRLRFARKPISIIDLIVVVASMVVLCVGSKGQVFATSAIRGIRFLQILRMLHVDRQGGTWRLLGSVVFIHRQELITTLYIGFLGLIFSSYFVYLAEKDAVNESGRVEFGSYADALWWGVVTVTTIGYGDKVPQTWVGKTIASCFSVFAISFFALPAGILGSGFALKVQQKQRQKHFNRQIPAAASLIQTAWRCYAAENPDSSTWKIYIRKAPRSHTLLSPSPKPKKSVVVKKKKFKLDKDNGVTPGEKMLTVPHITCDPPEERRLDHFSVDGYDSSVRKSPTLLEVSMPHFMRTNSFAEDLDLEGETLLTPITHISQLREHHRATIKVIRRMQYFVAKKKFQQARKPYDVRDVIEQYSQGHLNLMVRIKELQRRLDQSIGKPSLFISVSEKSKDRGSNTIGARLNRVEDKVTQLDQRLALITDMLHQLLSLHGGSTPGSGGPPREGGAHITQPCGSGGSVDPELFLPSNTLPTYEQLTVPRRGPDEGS
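Test system: CHO-K1 cells stably expressing KCNQ1 / Medium: assay buffer / Also added: depolarizing K+/Tl+ stimulus, K2SO4 and Tl2SO4 each 12.5 mM in 5x stock / Incubation: 90 min dye loading and 20 min compound exposure, both at room temperature / Signal: thallium influx via FluxOR fluorescence, kinetic imaging / Evaluation: B score of baseline-normalized fluorescence ratio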
KCNQ1 inh: inhibitors of human KCNQ1 channel, primary screen, cell-based, thallium flux, high-throughput | AID 2642, 2010 | Potassium voltage-gated channel subfamily KQT member 1 (Homo sapiens), P51787 | CHO-K1 KCNQ1, FluxOR thallium flux fluorescence; active compounds read high | B-score at 10 µM | 1.3% of 310,000 active;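 active = compounds whose thallium flux B-score, printed positive for inhibition, exceeds three library SD while starting fluorescence stays within three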;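 also: channel opened by potassium depolarization with thallium stimulus after 20 min compound exposure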
ANO1 activ: TMEM16A chloride channel activators or potentiators, primary screen, cell-based, HTS; Anoctamin-1 (Mus musculus), Q8BHY3; B-score at 10 µM; HEK293 TMEM16A/YFP-H148Q/I152L, iodide quench fluorescence; active compounds read low; AID 623877, 2012; 0.3% of 340,000 active;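 active = fluorescence-ratio B-score plate-corrected deviation score at least 3 library SD below zero, with starting fluorescence score within 5 deviations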;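 also: channel opened by trigger with iodide after compound preincubation; score built on the fluorescence ratio of max minus min over baseline; more negative score means more quench and so TMEM16A activation or potentiation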
RGS4 act: RGS4 potentiators or activators, primary screen, cell-based, HEK293 M3R inducible RGS4, calcium flux; 0.92% of 310,000 active; carbachol calcium flux Fluo4; active compounds read low; B-score at 10 µM;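 active = B-score of the integrated calcium signal more than 4 SD below the library mean, with starting fluorescence not abnormally high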;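 also: negative B-score means reduced calcium response which marks RGS4 activation or potentiation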
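test system = M3R-expressing HEK293 line, RGS4 induced by doxycycline | probe or stimulus = carbachol at ECmax as muscarinic agonist stimulus | timing = dye loading 30 min 37 °C, buffer rest 30 min RT | signal = calcium dye Fluo4 fluorescence | evaluation = B score from integrated fluorescence ratio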
Starred values were filed as active, the others as inactive; i = inactive; . = not tested or not shown. A portion of the library; count on the stated rates, not on these rows.

SMILES | RGS4 block | ANO1 block | hERG rescue | KCNK3 block | KCNK9 inh | MrgX1 PAM | MrgX1 ag | KCNQ1 pot | KCNQ1 inh | ANO1 activ | RGS4 act
CCC(C)C1NC(=O)C(C(C)=O)=C1O (centres undefined) | i | i | -7 | i | i | i | i | i | i | i | i
O=S(=O)(c1ccc(O)cc1)c1ccc(O)cc1 | i | i | -1 | i | i | i | i | i | i | i | i
CC(=NCCN1CCCCC1)c1c(O)[nH]c(=O)[nH]c1=O | i | i | -4 | i | i | i | i | i | i | i | i
Cc1cccc(CN(C)C)c1OC(=O)N(C)C | i | i | -10 | i | i | i | i | i | i | i | i
C/C=C/CC1(CC)C(=O)NC(=S)NC1=O | i | i | -4 | i | i | i | i | i | i | i | i
N#CCCn1cc(C(=O)NCc2ccccc2)c(-c2ccc3c(c2)OCCO3)n1 | i | i | -3 | i | i | i | i | i | i | i | i
COc1ccc(CN2CCN(c3ccccc3F)CC2)c(OC)c1 | i | i | -10 | . | i | i | i | i | i | . | i
COc1cccc(CN2CCN(C(=O)COc3ccc4ccccc4c3)CC2)c1 | i | i | -13 | i | i | i | i | i | i | i | i
C[C@]12CC[C@@H]3c4ccc(O)c(O)c4CC[C@H]3[C@@H]1CC[C@@H]2O | i | i | -26 | i | i | i | i | i | i | i | i
O=P1(Oc2ccccc2)C[C@@H](O)[C@@H](O)[C@H](COCc2ccccc2)O1 (some centres undefined) | i | i | -3 | i | i | i | i | i | i | i | i
CCOC(=O)C1=C(C)OC(N)=C(C#N)C12C(=O)N(C)c1ccccc12 (centres undefined) | i | i | -5 | i | i | i | i | i | i | i | i
CCCn1ncc(CN2CCCC(C(=O)c3cccc(OC)c3)C2)c1C (centres undefined) | i | i | -11 | i | i | i | i | i | i | i | -9.1*
CC(C)n1c(O)c(C2c3cc(Cl)ccc3Oc3[nH]c(=O)n(C(C)C)c(=O)c32)c(=O)[nH]c1=O (centres undefined) | i | . | -24 | i | i | . | . | i | i | i | i
O=S(=O)(c1ccc(F)cc1)N1CCCC1c1cccnc1 (centres undefined) | i | i | -8 | i | i | i | i | i | i | i | i
CCN(CC)S(=O)(=O)c1cccc(N=Nc2c(O)n(CC)c(=S)n(CC)c2=O)c1 | i | i | -20 | -12* | -6.8* | i | i | i | i | i | i
C[C@]12CC(=O)CC1CCC1C2CC[C@@]2(C)C1CC[C@@H]2O (some centres undefined) | i | i | -11 | i | i | i | i | i | i | i | i
COc1ccccc1CCNC1CCC(C(C)(C)C)CC1 (centres undefined) | i | i | -17 | i | i | i | i | i | i | i | i
CCCCC(=O)N/N=C/c1c(O)n(CC)c(=S)n(CC)c1=O | i | i | -18 | i | i | i | 66* | i | i | i | i
CC(=O)Nc1ccccc1C(=O)OCC(=O)c1ccc2c(c1)OCCO2 | i | i | 1 | i | i | i | i | i | i | i | i
CC/C(=N\NC(=S)Nc1ccccc1)c1c(O)[nH]c(=O)[nH]c1=O | i | i | -19 | i | i | i | i | i | i | i | i
O=[N+]([O-])/C=C1/NCCN1Cc1ccc(Cl)nc1 | i | i | -13 | i | i | i | i | i | i | i | i
Cc1cc(N2C(=O)C3CCCN3C2c2ccc(Cl)c(Cl)c2)no1 (centres undefined) | i | i | -14 | i | i | i | i | i | i | i | i
CC(=NCc1ccco1)c1c(O)n(-c2ccccc2C)c(=O)[nH]c1=O | i | i | -7 | i | i | i | i | i | i | i | i
CNS(=O)(=O)c1ccc(-c2ccc(C=C3C(=O)NC(=O)NC3=O)o2)cc1 | i | i | -11 | i | i | i | i | i | i | i | i
O=C(c1ccc2c3c(cccc13)CC2)C1CCCN(CC2CC2)C1 (centres undefined) | i | i | -15 | i | i | i | i | i | i | i | i
Cc1ccc(S(=O)(=O)N(C)N=O)cc1 | . | i | . | i | . | i | i | . | . | i | .
Nc1c2c(nc3sc4c(c13)CCCC4)CCCC2 | i | i | -15 | i | i | i | i | i | i | i | i
c1ccc(C2NCc3ccccc3-n3cccc32)cc1 (centres undefined) | i | i | -10 | i | i | i | i | i | i | i | i
Cc1cc(C=O)c(C)n1C(C)C | i | i | -4 | i | i | i | i | i | i | i | i
Cc1nc2ccc(P(=O)(O)O)cc2s1 | i | i | -10 | . | i | i | i | i | i | . | i

Entries of single compounds from above. Values in the order: RGS4 block, ANO1 block, hERG rescue, KCNK3 block, KCNK9 inh, MrgX1 PAM, MrgX1 ag, KCNQ1 pot, KCNQ1 inh, ANO1 activ, RGS4 act
`O=[N+]([O-])/C=C1/NCCN1Cc1ccc(Cl)nc1` reads i, i, -13, i, i, i, i, i, i, i, i
`Cc1cc(C=O)c(C)n1C(C)C` reads i, i, -4, i, i, i, i, i, i, i, i
`Cc1cc(N2C(=O)C3CCCN3C2c2ccc(Cl)c(Cl)c2)no1` (centres undefined) reads i, i, -14, i, i, i, i, i, i, i, i
`c1ccc(C2NCc3ccccc3-n3cccc32)cc1` (centres undefined) reads i, i, -10, i, i, i, i, i, i, i, i

Further structures
SMILES | RGS4 block | ANO1 block | hERG rescue | KCNK3 block | KCNK9 inh | MrgX1 PAM | MrgX1 ag | KCNQ1 pot | KCNQ1 inh | ANO1 activ | RGS4 act
C=CCn1c(O)c(C(CC)=NC(C)c2ccccc2)c(=O)[nH]c1=O (centres undefined) | i | i | -7 | i | i | i | i | i | i | i | i
COc1c(C)cc(C(=O)C2CCCN(Cc3cnc(C)s3)C2)cc1C (centres undefined) | i | i | -9 | i | i | i | i | i | i | i | i
FC(F)(F)c1ccc(CNCCc2c[nH]c3ccccc23)cc1 | i | i | -7 | i | i | i | i | i | i | i | i
N#CC[N+]1(CCCNP2(=O)C=C(c3ccccc3)OC(c3ccccc3)=C2)CCOCC1 | i | i | -7 | i | i | i | i | i | i | i | i
O=C(O)c1cc[c]([Hg][Cl])cc1 | . | i | . | i | . | 13* | i | . | . | i | .
O=Cc1cn(Cc2ccc(F)cc2Cl)c2ccccc12 | i | i | -9 | i | i | i | i | i | i | i | i
O=C(/C=C/c1ccc(Br)cc1)NC(=S)N1C[C@H]2C[C@H](C1)c1cccc(=O)n1C2 | i | i | -2 | i | i | i | i | i | i | i | i
c1ccc2c(CNC3CCCCCC3)c[nH]c2c1 | . | i | . | i | . | i | i | . | . | i | .
COc1ccc(C[C@H]2NC[C@H](O)[C@H]2OC(C)=O)cc1 | i | i | -6 | i | i | i | i | i | i | i | i
CC1CC(C)CN(CC(=O)c2ccc(OC(F)F)cc2)C1 (centres undefined) | i | i | -9 | i | i | i | i | i | i | i | i
Cc1cccc2c(CCN)c[nH]c12 | i | i | -20 | i | i | i | i | i | i | i | i
CC12CCC3C(CC=C4CC(O)CCC43C)C1C/C(=C\c1cccc(F)c1)C2=O (centres undefined) | i | i | -7 | i | i | i | i | i | i | i | i
CCN(CC)C(=O)c1ccc(NC(=O)c2cc(S(=O)(=O)N3CCCCCC3)ccc2OC)cc1 | i | i | -14 | i | i | i | i | i | i | i | i
O=c1[nH]c(O)c(C=NC2CCN(Cc3ccccc3)CC2)c(=O)[nH]1 | i | i | -4 | i | i | i | i | i | i | i | i
Cc1ccc(-c2nn(Cc3ccccc3)cc2C=O)cc1 | i | i | -6 | i | i | i | i | i | i | i | i
COc1ccc(-n2c(SC)nc3ccccc3c2=O)cc1 | i | i | -2 | i | i | i | i | i | i | i | i
O=C(c1ccc(C(F)(F)F)cc1)C1CCCN(C2CCSCC2)C1 (centres undefined) | i | i | -17 | i | i | i | i | i | i | i | -12*
COCCCn1c(N)c(C(=O)Nc2sc3c(c2C(=O)OC)CCCC3)c2nc3ccccc3nc21 | i | i | -13 | i | i | i | i | i | i | i | i
O=[N+]([O-])c1cc(F)c(N2CCCC2)cc1Br | i | i | -8 | i | i | i | i | i | 6* | i | i
COc1ccccc1NC1(C#N)CCCCC1 | i | i | -4 | i | i | i | i | i | i | i | i
Cc1ccc(C(=O)C2CN3CCC2CC3)cc1 (centres undefined) | i | i | -6 | i | i | i | i | i | i | i | i
CC1=NN(c2ccccc2)C(=O)C1/C=C1\C(=O)NC(=O)N(c2ccc(C)c(C)c2)C1=O (centres undefined) | i | i | -9 | i | i | i | i | i | i | i | i
COC(=O)CC(NC(=S)N1CC2C[C@@H](C1)Cn1c2cccc1=O)C(=O)OC (some centres undefined) | i | i | -1 | i | i | i | i | i | i | i | i
O=C(NCC(c1cccnc1)N1CCN(c2ccc(F)cc2)CC1)Oc1ccccc1 (centres undefined) | i | i | -4 | i | i | i | i | i | i | i | i
CCC(C)n1c(O)c(C=NCCN2CCOCC2)c(=O)[nH]c1=S (centres undefined) | i | i | -9 | i | i | i | i | i | i | i | i
O=P1(Oc2ccccc2)CC=C[C@H](COCc2ccccc2)O1 (some centres undefined) | i | i | -6 | i | i | i | i | i | i | i | i

Some of the entries so far, with two lines to a compound:
Values in the order – RGS4 block, ANO1 block, hERG rescue, KCNK3 block, KCNK9 inh, MrgX1 PAM, MrgX1 ag, KCNQ1 pot, KCNQ1 inh, ANO1 activ, RGS4 act
CCC(C)n1c(O)c(C=NCCN2CCOCC2)c(=O)[nH]c1=S (centres undefined)
→ i, i, -9, i, i, i, i, i, i, i, i
Cc1ccc(C(=O)C2CN3CCC2CC3)cc1 (centres undefined)
→ i, i, -6, i, i, i, i, i, i, i, i
